# KOR beta-arrestin-1 – KOR antagonists, beta-arrestin recruitment, cell-based, luminescence, uHTS (AID 1778); Kappa-type opioid receptor (Homo sapiens); KOR beta-arrestin recruitment, luminescence, antagonist mode; higher % means a stronger effect; inhibition, % at 10 µM, or IC50 in µM where a hit was titrated; hit rate 0.091% among 290,000; in the data active means inhibition above about 50%; further: strong numbers were not always called active
# HIV peptide binding – inhibitors of HIV fusion peptide binding, primary screen, biochemical, uHTS, fluorescence dequenching (AID 1986); hit rate 0.3% among 290,000; cell-free peptide binding, fluorescence dequenching, 30 min; higher % means a stronger effect; inhibition, % at 20 µM; hits with a dose series show IC50 in µM; in the data active means inhibition mostly above about 52%, no sharp cut-off; inactive means mostly below about 76%; further: some results filed as inactive read as strong as hits
# KOR beta-arrestin-2 – KOR agonists, beta-arrestin recruitment, primary screen, cell-based, luminescence, uHTS (AID 1777); Kappa-type opioid receptor (Homo sapiens); KOR beta-arrestin recruitment, luminescence; higher % means a stronger effect; one-dose activation, % at 10 µM; EC50 in µM for titrated hits; hit rate 0.02% among 280,000; in the data active means activation above about 50%, passing the limit was not always enough; further: a part of the inactive calls stands beside numbers as strong as those of hits
# NS5 inhibitors – Dengue-2 NS5 methyltransferase inhibitors, primary screen, biochemical, confirmation dose response (AID 588689); Dengue-2 NS5 methyltransferase capping enzyme assay, biochemical; higher % means a stronger effect; hit rate 0.3% among 340,000; Genome polyprotein (Dengue virus type 2 (strain 16681-PDK53)); inhibition, % at 25 µM, or IC50 in µM where a hit was titrated; in the data active means a potency from the dose series
# GPR35 arrestin U2OS – GPR35 antagonists blocking zaprinast-driven arrestin recruitment, primary screen, imaging, U2OS, beta-arrestin-GFP, zaprinast agonist (AID 2058). U2OS GPR35 beta-arrestin-GFP translocation imaging, zaprinast antagonism; higher % means a stronger effect. G-protein coupled receptor 35 (Homo sapiens). hit rate 0.052% among 290,000. one-dose inhibition, % at 10 µM; IC50 in µM for titrated hits;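 active means inhibition of at least 50% with at least 30 cells and total cytoplasm GFP at most 10,000,000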
# GPR55 antagonists – GPR55 antagonists blocking LPI-driven arrestin recruitment, primary screen, imaging, U2OS, beta-arrestin-GFP, LPI agonist (AID 2013); inhibition, % at 10 µM; hits with a dose series show IC50 in µM; U2OS GPR55 beta-arrestin-GFP translocation imaging, LPI antagonism; higher % means a stronger effect; G-protein coupled receptor 55 (Homo sapiens); hit rate 0.13% among 290,000;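 active means spots per cell inhibited over 60%, with over 100 cells counted and total cytoplasm intensity under 500,000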;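 further: U2OS cells stably carrying GPR55 and arrestin-GFP stimulated by 5 µM LPI near EC80; imaged beta-arrestin-GFP aggregate spots per cell after agonist stimulation; plate controls were LPI-stimulated DMSO wells for no effect and DMSO wells without LPI for full effect; some results filed as inactive read as strong as hits; confirmed hits need IC50 under 10 µM and bright autofluorescent wells are also inconclusive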
# West Nile virus CPE – West Nile virus antiviral activity, cell-based, CPE readout (AID 1621); West Nile virus-infected cells, CPE inhibition; higher % means a stronger effect; CPE inhibition, % at 10 µM, or IC50 in µM where a hit was titrated; hit rate 0.02% among 290,000; in the data active means a potency from the dose series; further: strong numbers were not always called active
# GPR55 beta-arrestin – GPR55 agonists via beta-arrestin recruitment, primary screen, imaging, U2OS cells, beta-arrestin-GFP redistribution (AID 1961) | G-protein coupled receptor 55 (Homo sapiens) | U2OS GPR55 beta-arrestin-GFP redistribution imaging; higher % means a stronger effect | one-dose activation, % at 10 µM; EC50 in µM for titrated hits | hit rate 0.048% among 290,000;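 active means activation above 40% with more than 50 cells counted in the well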;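 further: U2OS osteosarcoma cells stably expressing GPR55 and beta-arrestin-GFP; plate controls were DMSO negative control for no effect and LPI positive control for full effect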
# NOD1 inhibition – NOD1 signaling inhibitors, primary screen, cell-based, luminescence, uHTS (AID 1578). NOD1-driven NF-kB luciferase reporter cells, luminescence; higher % means a stronger effect. inhibition, % at 4 µM, or EC50 in µM where a hit was titrated. hit rate 1% among 290,000; in the data active means inhibition mostly above about 36%, no sharp cut-off; inactive means mostly below about 34%;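 further: HEK-293T reporter cells stimulated with the NOD1 agonist gamma-tri-DAP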
# NS5 inhibitors pilot replicate – second read-out of NS5 inhibitors, no call of its own (marks repeat the call); inhibition, %; measured here: pilot screen replicate inhibition
# Active calls of the source: *; x = not tested or not shown; [ ] = another dose, or the depositor's remark. Some of the compounds tested, so the mix of outcomes need not match the whole.
SMILES,KOR beta-arrestin-1,HIV peptide binding,KOR beta-arrestin-2,NS5 inhibitors,GPR35 arrestin U2OS,GPR55 antagonists,West Nile virus CPE,GPR55 beta-arrestin,NOD1 inhibition,others
Cc1ccc(CN2C3CCCC2CC(NC(=O)Nc2cccc(F)c2)C3)cc1 (stereo unspecified),6.0%,0.5%,-0.4%,-4.8%,6.1%,19.8%,-1.8%,0.3%,-11.0%,
CCCCCn1c(=O)c(C(=O)Nc2c(C)n(C)n(-c3ccccc3)c2=O)c(O)c2ccccc21,-57.3%,-1.4%,3.9%,1.6%,12.1%,8.6%,0.7%,-0.1%,14.9%,
NS(=O)(=O)OC(CCc1ccccc1)C(Cl)(Cl)Cl (stereo unspecified),7.5%[20 µM],1.2%,6.0%,-10.7%,-4.9%,8.7%,-0.9%,-0.3%,-0.7%,
CCN(CC)S(=O)(=O)N1CCC(C(=O)N2CCC3(CC2)OCCO3)CC1,6.3%,-1.5%,8.2%,-6.2%,-2.3%,2.9%,0.7%,-0.3%,-26.5%,
COc1ccc(CCC(=O)N2C[C@H]3C[C@@H](C2)c2cccc(=O)n2C3)cc1,-35.1%[20 µM],0.6%,x,-1.4%,0.6%,2.1%,0.0%,-0.2%,53.1%*,
O=C(c1ccc(Cl)cc1)C1CCCN(Cc2ccc3ncccc3c2)C1 (stereo unspecified),-23.5%[20 µM],-1.0%,1.4%,4.4%,-3.2%,1.0%,-1.6%,-0.1%,4.42µM*,
CN1CCN(c2nccc3c2ncn3C)CC1,-21.1%,3.8%,x,-5.9%,5.3%,-2.2%,0.2%,-0.6%,-20.6%,
Cc1ccc(OCC(=O)Nc2ccc(Cl)cc2C(=O)c2ccccc2)cc1,8.2%,0.9%,5.1%,-3.6%,10.7%,6.0%,-0.7%,0.2%,-13.0%,
CC1=NOC2(C)Nc3ncnn3C(c3ccccc3)C12 (stereo unspecified),18.2%,-0.2%,3.0%,-11.3%,-5.4%,-2.8%,0.3%,0.0%,-9.3%,
O=C(O)C1=CC2c3ccccc3C1c1ccccc12,5.2%,2.8%,-3.7%,6.6%,7.7%,4.3%,1.8%,-0.2%,-18.0%,
C=CC1CN2CCC1CC2[C@@H](OC(=O)c1ccc(OC)cc1)c1ccnc2ccccc12 (stereo partly specified),-19.4%,1.4%,1.7%,-6.4%,3.9%,15.2%,-1.1%,0.5%,-22.1%,
CC(C)CCOP(N)(=O)Oc1ccccc1Cl (stereo unspecified),-8.1%[20 µM],1.2%,1.1%,-8.4%,-1.3%,4.4%,0.0%,-0.1%,16.6%,
COc1cccc(-n2c(=S)[nH]c3ccccc3c2=O)c1,-19.9%,0.6%,-2.1%,-0.9%,-5.3%,13.4%,0.5%,-0.1%,-24.4%,
O=C1CCCN1c1ccc(S(=O)(=O)O)cc1 (tested in a mixture with another compound),27.6%,2.1%,9.5%,0.7%,2.8%,2.8%,0.7%,-0.3%,-20.1%,
O=C1C=C(N2CCOCC2)c2ccccc2C1=O,-58.8%[20 µM],-1.5%,10.9%,9.2%,-3.3%,-15.2%,-1.8%,-0.2%,8.79µM*,
Fc1ccc(NC2=NCCS2)cc1Cl,-0.1%,1.0%,12.4%,0.0%,3.8%,-14.5%,1.1%,-0.1%,-8.7%,
CCCN1CCCC(C(=O)c2cc(C)c(OC)c(C)c2)C1 (stereo unspecified),1.7%,-1.3%,-0.5%,-8.7%,3.9%,8.8%,-0.5%,0.3%,-5.4%,
C[C@H]1CCC[C@H](O)CCCCCc2cc(O)cc(O)c2C(=O)O1,2.4%,-0.2%,34.3%,0.0%,0.6%,1.6%,2.1%,0.2%,71.9%*,
O=c1[nH]c(=O)n(Cc2ccccc2)c(O)c1/C=N/Nc1c(F)c(F)c(F)c(F)c1F,16.3%,6.0%,0.2%,x,0.9%,4.4%,0.1%,0.2%,-6.9%,
O=c1[nH]c(=O)n(Cc2ccco2)c(O)c1C=NCCCn1ccnc1,13.4%,2.3%,-3.2%,-14.1%,5.6%,1.0%,x,-0.1%,-32.9%,
c1ccc(P(c2ccccn2)c2ccccn2)cc1,-35.3%,-2.2%,-2.1%,-2.6%,-0.2%,7.9%,-0.2%,0.3%,-9.8%,
CCn1c(O)c(C=Nc2ccc(N3CCOCC3)cc2)c(=O)n(CC)c1=S,-33.0%,154.1%,1.2%,5.7%,25.9%,49.3%,-0.5%,-0.1%,2.6%,
COc1ccccc1N1CCN(Cc2ccc(F)cc2)CC1,-16.4%,-0.3%,-5.9%,-0.9%,-16.1%,17.9%,x,-0.2%,-23.6%,
Cc1cccc(C)c1OP(N)(=O)OCC(F)(F)F (stereo unspecified),7.3%,-1.2%,-5.2%,2.6%,2.5%,5.2%,0.2%,0.2%,-13.6%,
O=c1c2ccccc2nc(-c2cccs2)n1-c1ccccc1,-4.9%,-2.3%,0.4%,6.1%,18.8%,-3.6%,0.9%,-0.1%,1.8%,

# 4 records picked at random from those above, as already listed:
SMILES,KOR beta-arrestin-1,HIV peptide binding,KOR beta-arrestin-2,NS5 inhibitors,GPR35 arrestin U2OS,GPR55 antagonists,West Nile virus CPE,GPR55 beta-arrestin,NOD1 inhibition,others
CC1=NOC2(C)Nc3ncnn3C(c3ccccc3)C12 (stereo unspecified),18.2%,-0.2%,3.0%,-11.3%,-5.4%,-2.8%,0.3%,0.0%,-9.3%,
O=C1CCCN1c1ccc(S(=O)(=O)O)cc1 (tested in a mixture with another compound),27.6%,2.1%,9.5%,0.7%,2.8%,2.8%,0.7%,-0.3%,-20.1%,
COc1cccc(-n2c(=S)[nH]c3ccccc3c2=O)c1,-19.9%,0.6%,-2.1%,-0.9%,-5.3%,13.4%,0.5%,-0.1%,-24.4%,
C[C@H]1CCC[C@H](O)CCCCCc2cc(O)cc(O)c2C(=O)O1,2.4%,-0.2%,34.3%,0.0%,0.6%,1.6%,2.1%,0.2%,71.9%*,

# Remaining list, next part.
SMILES,KOR beta-arrestin-1,HIV peptide binding,KOR beta-arrestin-2,NS5 inhibitors,GPR35 arrestin U2OS,GPR55 antagonists,West Nile virus CPE,GPR55 beta-arrestin,NOD1 inhibition,others
COc1ccc(C2C(C#N)=C(N)Oc3c2c(=O)oc2ccccc32)cc1Cn1cc([N+](=O)[O-])cn1 (stereo unspecified),17.3%,14.3%,-3.8%,7.6%,-4.4%,x,x,0.3%,7.3%,
O/N=C/c1c[nH]c2ccccc12,30.2%,-0.5%,-0.2%,4.8%,6.8%,-6.0%,0.1%,-0.4%,-36.4%,
CCOC(=O)c1cn2nc(OP(=S)(OCC)OCC)cc2nc1C,-19.1%,0.7%,x,-15.7%,5.3%,-12.0%,-0.1%,-0.6%,-20.2%,
COc1ccc(C(C)=O)cc1CC(C(=O)c1ccc(C)cc1)N(C)C (stereo unspecified),16.4%,3.0%,-0.3%,-12.7%,-10.6%,-2.1%,-0.5%,0.2%,-15.9%,
COc1ccc(OC)c(N2C(=O)NC(=O)C3(Cc4cc(C)ccc4N(C)C3)C2=O)c1 (stereo unspecified),7.9%,-0.2%,-1.3%,-6.8%,0.0%,-8.2%,-0.3%,-0.4%,-0.6%,
CN(C)c1ccc(C(=O)c2ccc(N(C)C)cc2)cc1,-28.7%,0.0%,1.6%,5.7%,-4.6%,-2.1%,0.8%,0.3%,-32.6%,
CCc1nnc(NC(=O)c2ccc(Cl)c(S(=O)(=O)N3CCc4ccccc4C3)c2)s1,-25.3%,1.3%,9.8%,0.7%,-3.2%,3.9%,-0.6%,0.0%,2.1µM*,
Cc1cccc(OCC(=O)N2CCN(Cc3ccncc3)CC2)c1,18.7%,5.4%,4.8%,-4.8%,3.8%,-2.6%,0.3%,-0.1%,-5.5%,
CCC1(C)CC(CCNCc2ccc(N(C)C)cc2)(c2ccc(F)cc2)CCO1 (stereo unspecified),-8.1%,-0.4%,1.7%,-8.0%,10.3%,-4.2%,-0.8%,0.8%,-14.2%,
CCOC(=O)C1CCCCC12C(C#N)=C(N)Oc1n[nH]c(C)c12 (stereo unspecified),-2.3%,-0.3%,-3.6%,-5.6%,-7.7%,7.4%,-0.2%,0.3%,-1.2%,
CCCCCn1c(=O)c(C(=O)Nc2nc(CC(=O)OCC)cs2)c(O)c2ccccc21,-32.0%,2.9%,5.7%,2.3%,-20.1%,10.4%,-0.7%,-0.8%,-28.8%,
CN1C(=O)COc2c(C(=O)NC3CN4CCC3CC4)cc(Cl)cc21 (stereo unspecified),-20.3%,-0.4%,0.3%,x,-2.0%,2.1%,0.3%,-0.1%,-3.6%,
CC/C(=N\N1CCN(C)CC1)c1c(O)[nH]c(=O)[nH]c1=O,-32.4%,0.9%,-0.5%,-2.2%,-1.1%,0.1%,-0.4%,-0.3%,-5.9%,
CCOc1cccc(CNC2CN3CCC2CC3)c1 (stereo unspecified),-71.7%,0.9%,9.9%,0.0%,8.6%,5.1%,0.6%,-0.1%,-21.3%,
COc1ccc(C2N(c3cc(C)on3)C(=O)C3CCCN32)cc1 (stereo unspecified),14.6%,-0.8%,-3.9%,-13.4%,1.5%,-1.4%,0.0%,-0.1%,-23.1%,
Nc1ccc(CCN2CCCC2)cc1,15.9%,0.8%,0.7%,x,-4.8%,-12.0%,-0.2%,-0.1%,-32.4%,
CN1CCN(Cc2ccc3ccccc3c2)CC1,-22.0%[20 µM],-0.3%,4.9%,x,0.7%,6.4%,0.3%,-0.2%,-8.1%,
CN(C)S(=O)(=O)c1cccc(NC(=S)Nc2cccc3cnccc23)c1,-96.7%,22.5%,10.5%,5.7%,3.0%,5.5%,0.9%,0.3%,10.6µM*,
Cc1ccccc1NC1=NCC(C)S1 (stereo unspecified),2.9%,3.0%,-5.5%,-2.4%,-7.4%,8.6%,x,-0.2%,-18.0%,
COc1cc(C)cc(CN2CC=C(c3ccccc3)CC2)c1O,29.5%,-3.6%,-2.4%,-0.8%,-5.0%,14.1%,-0.9%,-0.4%,-3.6%,
CC(=O)Nc1ccc(OC(=O)N2CCCCC2)cc1,-16.1%,-0.8%,-3.8%,0.7%,0.5%,-2.6%,0.6%,-0.2%,-3.6%,NS5 inhibitors pilot replicate=3.9
Cc1ccc(CNc2ncnc(N)c2[N+](=O)[O-])cc1,-18.9%,-0.8%,-0.9%,0.0%,-2.8%,9.1%,-0.1%,-0.1%,19µM*,
O=P(CN1CCN(c2ccccc2)CC1)(N1CCCCC1)N1CCCCC1,14.0%,0.0%,-6.2%,3.5%,-21.0%,2.2%,0.2%,-0.2%,-6.6%,
COc1cc2[nH]c(=O)n(-c3ccc(C)cc3)c(=O)c2cc1OC,-16.8%,3.0%,1.9%,0.0%,4.1%,6.8%,x,0.0%,-30.7%,
O=c1oc2ccccc2c(O)c1C(c1ccccn1)c1c(O)c2ccccc2oc1=O,-42.2%,13.9%,-0.4%,-2.6%,14.4%,-6.3%,-0.1%,-0.1%,1.5%,
